APEX1 inh – blocks human APE1 abasic DNA cleavage. P27695. recombinant APE1, TAMRA/BHQ-2 abasic DNA cleavage fluorescence. Potency, µM (series often up to 65.8 µM), inactives show at the top dose activity change, negative = inhibition, usual class: inhibitors. 350,000 tested, 0.35% active. AID 2517;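 note: potency is the fitted concentration of half-maximal effect; plate controls were vehicle for no effect and reference inhibitor for full effect; nearly all actives have a fitted effect of over 55% in size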
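Kinetic fluorescence read (525 ex/598 em nm, three reads 60 s apart) of AP-site incision; signal = third minus first read. Enzyme 0.75 nM, dual-labelled THF duplex 50 nM, compound preincubation 15 min RT.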
POLB inh – inhibitors of human DNA polymerase beta. P06746. Pol beta primer extension/strand displacement, fluorescence kinetic. Potency, µM (highest dose often 114 µM), for the others: at the highest dose activity change, negative = inhibition, actives largely listed as inhibitors. 340,000 tested, 1.3% active. AID 485314; note: potency is the fitted concentration of half-maximal effect; % is set by controls: 0 for no effect and ±100 for the full control effect
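Values derive from four-parameter Hill fits of normalized kinetic data: reads at 0 and 10 min following addition of 50 nM substrate to 10 nM Pol beta preincubated 15 min with compound.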
ALOX12 inh – inhibitors of human 12S-lipoxygenase ALOX12 | AID 1671190 | purified 12hLO, xylenol orange hydroperoxide absorbance | 580,000 tested, 1.1% active | Potency, µM (top dose mostly 108 µM), without a hit: top-dose activity change, negative = inhibition, actives largely listed as inhibitors; note: potency is the fitted concentration of half-maximal effect; % is set by controls: 0 for no effect and ±100 for the full control effect
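Purified human 12hLO at 150 nM in 25 mM Hepes, 0.01% Triton X-100, pH 7.0, preincubated 15 min at room temperature with compound. Reaction started with 40 uM arachidonic acid, 30 min at room temperature. Hydroperoxide measured by Fe-xylenol orange, 573/405 nm absorbance ratio.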
BLM inh – inhibitors of human Bloom syndrome helicase BLM; 350,000 tested, 0.2% active; recombinant BLM DNA unwinding, fluorescence dequenching; P54132; Potency, µM (top dose mostly 56.1 µM), without a hit: at the top dose activity change, negative = inhibition, actives largely listed as inhibitors; AID 2528;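 note: potency is the fitted concentration of half-maximal effect; plate controls were vehicle for no effect and no enzyme for full effect; nearly all actives have a fitted effect of over 35% in size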
Target sequence (P54132 whole entry, looked up): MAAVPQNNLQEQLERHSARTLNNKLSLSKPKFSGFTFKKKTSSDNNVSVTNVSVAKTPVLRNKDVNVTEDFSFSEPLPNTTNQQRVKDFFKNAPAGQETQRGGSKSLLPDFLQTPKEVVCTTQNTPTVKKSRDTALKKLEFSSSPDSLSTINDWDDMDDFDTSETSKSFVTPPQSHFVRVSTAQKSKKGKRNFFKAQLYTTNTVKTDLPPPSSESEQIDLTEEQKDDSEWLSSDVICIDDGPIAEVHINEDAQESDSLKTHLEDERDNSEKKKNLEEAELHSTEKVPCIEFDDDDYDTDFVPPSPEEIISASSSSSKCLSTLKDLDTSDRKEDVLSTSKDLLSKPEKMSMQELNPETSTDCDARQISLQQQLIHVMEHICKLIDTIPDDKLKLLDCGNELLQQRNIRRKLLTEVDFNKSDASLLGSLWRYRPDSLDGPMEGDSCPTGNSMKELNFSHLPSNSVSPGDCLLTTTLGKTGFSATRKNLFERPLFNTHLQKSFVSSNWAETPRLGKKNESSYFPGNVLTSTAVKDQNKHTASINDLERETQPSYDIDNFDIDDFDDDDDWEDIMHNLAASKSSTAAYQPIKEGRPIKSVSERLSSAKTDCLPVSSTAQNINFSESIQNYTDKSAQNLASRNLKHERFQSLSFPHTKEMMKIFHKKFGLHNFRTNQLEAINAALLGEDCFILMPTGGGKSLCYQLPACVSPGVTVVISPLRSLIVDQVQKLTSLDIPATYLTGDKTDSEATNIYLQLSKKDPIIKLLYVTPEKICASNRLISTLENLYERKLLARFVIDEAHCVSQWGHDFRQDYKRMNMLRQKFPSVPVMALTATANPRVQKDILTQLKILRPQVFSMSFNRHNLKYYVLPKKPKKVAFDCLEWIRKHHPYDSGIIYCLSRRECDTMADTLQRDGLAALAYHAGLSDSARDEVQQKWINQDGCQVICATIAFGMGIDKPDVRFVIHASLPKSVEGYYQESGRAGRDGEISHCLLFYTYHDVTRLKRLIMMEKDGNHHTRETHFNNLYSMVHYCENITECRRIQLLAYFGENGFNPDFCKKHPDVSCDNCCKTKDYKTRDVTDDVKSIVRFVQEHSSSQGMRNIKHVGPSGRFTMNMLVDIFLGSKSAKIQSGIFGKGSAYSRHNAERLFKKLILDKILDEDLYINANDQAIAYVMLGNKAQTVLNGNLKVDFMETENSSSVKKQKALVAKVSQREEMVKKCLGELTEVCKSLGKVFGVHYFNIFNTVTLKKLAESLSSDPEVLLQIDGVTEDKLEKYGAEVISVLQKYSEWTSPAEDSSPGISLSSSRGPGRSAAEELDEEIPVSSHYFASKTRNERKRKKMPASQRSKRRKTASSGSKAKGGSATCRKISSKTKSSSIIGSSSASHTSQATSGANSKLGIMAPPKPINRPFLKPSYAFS
Pol iota inh – DNA polymerase iota (human) inhibition | AID 588590 | Potency, µM (doses to about 115 µM), for the others: at the top dose activity, negative = inhibition, most hits filed as inhibitors | Q9UNA4 | Pol iota fluorescent replication assay, 10 min | 390,000 tested, 1% active; note: potency is the fitted concentration of half-maximal effect
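Pol iota at 10 nM preincubated 15 min with compounds at room temperature; reaction started with fluorescent substrate, 50 nM final. Fluorescence read kinetically at 0 and 10 min; buffer-only wells as negative control.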
Anesthetic bind – candidate novel general anesthetic via apoferritin binding; Potency, µM (doses to about 77.5 µM), for the others: at the highest dose activity change, negative = displacement, actives largely listed as inhibitors; apoferritin/1-aminoanthracene competitive binding, fluorescence; 350,000 tested, 0.074% active; note: potency is the fitted concentration of half-maximal effect; % is set by controls: 0 for no effect and ±100 for the full control effect; nearly all actives have a fitted effect of over 20% in size
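Read-out: endpoint 1-AMA fluorescence, excitation 380 nm and emission 535 nm, after compounds sit 10 min at room temperature with 10 uM horse-spleen apoferritin in 50% saturated 1-AMA/PBS. Values come from four-parameter Hill fits.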
Pol kappa inh – inhibitors of human DNA polymerase kappa; Q9UBT6; purified Pol kappa, fluorescent DNA synthesis assay, 10 min; Potency, µM (series often up to 107 µM), without a hit: top-dose activity, negative = inhibition, usual class: inhibitors; 400,000 tested, 0.53% active; AID 588579; note: potency is the fitted concentration of half-maximal effect; % is set by controls: 0 for no effect and ±100 for the full control effect
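50 nM final substrate added after 15 min RT preincubation of 10 nM Pol kappa with compound; fluorescence read at 0 and 10 min.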
ERG Ets-DNA blk – ERG Ets/DNA interaction inhibition; Potency, µM (top dose mostly 76.9 µM), inactives show at the highest dose FP activity, negative = inhibition, most hits filed as inhibitors; 370,000 tested, 0.028% active; fluorescence polarization, His-ERG Ets domain / labelled DNA; P11308; AID 624246; active = well fitted inhibition curve with a large enough effect in the polarisation, with a control signal flat; inconclusive = small, poorly fitted or top-dose-only effect, or effect the other way, or a change in a side signal; inactive = no such curve, though single readings can be large or run the other way; the % refers to the polarisation;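 note: polarization taken with two DNA probes labelled with fluorescein and Texas red; potency is the fitted concentration of half-maximal effect; % of control where 0% means no effect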
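His-tagged ERG Ets domain (1 uM in the protein solution; 300mM KCl, 50mM Tris-HCl, 1mM EDTA, 1mM DTT, pH 7.5) received compound, then a probe mix of 5 nM fluorescein-DNA and 100nM Texas-615-DNA. Fluorescence polarization was read for both dyes.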
TRHR agonist – activates the human TRH receptor; P34981; TRHR cells, calcium flux fluo-8, FDSS agonist mode; activation, % at 2 µM; 360,000 tested, 0.18% active; AID 493084; in the data active = activation above about 30%; note: 0% is about no effect
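Fluo-8-loaded TRHR cells; 10 s baseline, compound added, kinetic Ca2+ fluorescence read 1/s, agonist mode.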
* hit, by the source's call; u = inconclusive; x = not tested or not shown; & = joins results of further samples; [ ] = another dose, or the depositor's remark. Unless noted, calls come from the whole dose curve; as a rule, active = well fitted curve in the direction sought with a large enough effect; inconclusive = small, poorly fitted or top-dose-only effect, or another doubt; inactive = no such curve, though single readings can be large; an effect the other way counts as inactive or inconclusive.

SMILES | APEX1 inh | POLB inh | ALOX12 inh | BLM inh | Pol iota inh | Anesthetic bind | Pol kappa inh | ERG Ets-DNA blk | TRHR agonist
O=C(C1CN(C(=O)c2cc3cc(Cl)ccc3o2)c2ccccc2O1)N1CCCCC1 (stereo not drawn) | 21% | x | 189%[activator] | x | -11% | x | -18% | 10% | -0.2
CC(Oc1ccc2c(-c3ccccc3)cc(=O)oc2c1)C(=O)N1CCC[C@@H]1C(N)=O (stereo partly drawn) | -2% | -8% | 10% | -4% | 21% | -14% | 27% | 9% | 0.1
Cc1cc(C)c2c(=O)cc(C(=O)Nc3ccccc3C(F)(F)F)oc2c1 | x | 0% | 8%&10% | -2% | 12% | -12% | -21% | 2% | 0.1
O=C(C1CCCCN1S(=O)(=O)c1ccccc1)N1CCN(C(c2ccccc2)c2ccccc2)CC1 (stereo not drawn) | -1% | -7% | -22% | -7% | -5%[58.9 µM] | -6% | -10% | -4% | -0.4
Cn1c(SCC(=O)Nc2ccc3cn[nH]c3c2)nnc1-c1cnccn1 | -3% | 9% | 0% | -4% | 6% | -12% | -1% | -1% | -0.1
O=C(Nc1cccc(S(=O)(=O)Nc2ccccc2Cl)c1)c1ccc(N2CCCC2)c([N+](=O)[O-])c1 | 3% | 4% | -23% | -10% | u | -4% | -6% | -3% | -0.4
COc1cc(C(=O)N[C@@H](C)C(=O)NCc2ccco2)cc(OC)c1OC | 16% | 14% | 0% | -5% | 89%[activator] | -4% | 9% | -1% | 0.3
COc1cccc(CN2CCN(Cc3ccon3)CC2CCO)c1 (stereo not drawn) | -2% | -1% | -1% | -3% | 35% | -3% | 6% | 9% | 1.6
COC(=O)c1cccc(Oc2cccc(C(F)(F)F)c2)n1 | 15% | 39% | -17% | -4% | u | -18% | u | -6% | -0.9
C/C(=N\NC(=O)COc1ccc(C(C)(C)C)cc1)c1ccc(N2CCOCC2)cc1 | -10% | 11% | 8% | -3% | 6% | u | -1% | -4% | 0.3

Single values from the results shown.
Pol kappa inh with `COc1cccc(CN2CCN(Cc3ccon3)CC2CCO)c1` (stereo not drawn) reads 6%
POLB inh with `Cc1cc(C)c2c(=O)cc(C(=O)Nc3ccccc3C(F)(F)F)oc2c1` reads 0%

The list goes on.
SMILES | APEX1 inh | POLB inh | ALOX12 inh | BLM inh | Pol iota inh | Anesthetic bind | Pol kappa inh | ERG Ets-DNA blk | TRHR agonist
COc1ccc(OC)c(NC(=O)Cn2ccc3ccccc3c2=O)c1 | x | 2% | 0% | -1% | -5% | -1% | 8% | 0% | -0.6
COc1ccccc1N1CCN(C(=O)C2CCCN(c3ncnc4c3nc3n4CCCCC3)C2)CC1 (stereo not drawn) | 68%[activator] | 37% | 31%[activator] | 1% | 9% | -5% | 6% | -4% | 2.5
O=C(O)c1ccc(O)c(O)c1 | 13% | 25µM* | -17% | -1% | u | 2% | -7% | 18% | -1.6
NC(N)=NCCC[C@@H](N)C(=O)NCC(=O)N[C@@H](CC(=O)O)C(=O)N[C@@H](Cc1c[nH]c2ccccc12)C(=O)O | -3% | x | x | -4% | x | -1% | -14%[60.1 µM] | x | x
Cc1cc(NC(=O)c2cccs2)cc(-c2nc3cc(Cl)ccc3o2)c1O | x | 0% | -1% | -3% | 15% | 10% | 10% | 3% | -0.1
CC(NC(=S)Nc1ccccc1)C1COc2ccccc2O1 (stereo not drawn) | 8% | 4% | u | 1% | 40%[activator] | 2% | -6% | -3% | 1.5
S=C(NCc1ccc(Cl)cc1Cl)NC1CCCCC1 | -13% | -18% | 40µM* | -9% | -5% | 1% | -1% | 8% | 1.5
Cc1cccc(-c2noc(CCCC(=O)Nc3cccnc3)n2)c1 | 14% | 0% | -5% | -4% | 14% | -19% | -14% | -3% | x
C=C(C)CSC1=C(C#N)C(c2ccccc2)CC(=O)N1 (stereo not drawn) | x | x | -2% | x | -11% | x | -18% | -10% | x
C/C(N)=C(/C#N)C(=O)CSc1ncnc2ccccc12 | 3% | u | u | -2% | 31%[activator] | -10% | -6% | 6% | 0.3

3 entries already listed, ordered by the value under ERG Ets-DNA blk, highest first.
| Molecule | ERG Ets-DNA blk |
| --- | --- |
| S=C(NCc1ccc(Cl)cc1Cl)NC1CCCCC1 | 8% |
| COc1ccc(OC)c(NC(=O)Cn2ccc3ccccc3c2=O)c1 | 0% |
| CC(NC(=S)Nc1ccccc1)C1COc2ccccc2O1 (stereo not drawn) | -3% |

(continued)
SMILES | APEX1 inh | POLB inh | ALOX12 inh | BLM inh | Pol iota inh | Anesthetic bind | Pol kappa inh | ERG Ets-DNA blk | TRHR agonist
COC(=O)c1cc(NC(=O)CC2C(=O)NCCN2C(=O)c2ccc(F)cc2)cc(C(=O)OC)c1 (stereo not drawn) | 2% | 2% | 18% | 1% | 37% | -8% | -9% | x | 0.4
O=C(NCCCN1CCOCC1)c1ccc(S(=O)(=O)Nc2ccccc2F)cc1 | 4% | x | -6% | x | 7% | x | -11% | 4% | 0.0
CN(c1ccccc1)S(=O)(=O)c1cccc(NC(=O)c2nn(C)c(=O)c3ccccc23)c1 | 0% | x | -2% | x | -22% | x | -12% | 4% | -0.3
O=C(O)c1cccc(N=NN2CCCCCC2)c1 | 3% | -1% | -11% | 2% | 125%[activator] | 4% | -8% | -2% | 0.0
COc1cc(C(=S)N2CCOCC2)ccc1OS(=O)(=O)c1ccc(NC(C)=O)cc1 | 14% | 25% | -10% | -1% | 78%[activator] | 5% | -3% | -4% | -1.9
Cc1ccc(S(=O)(=O)NCC(=O)OCC(=O)N2CCN(C(=O)c3ccco3)CC2)cc1C | 17% | x | -8% | x | -5% | x | -17% | -3% | -0.3
CC1CC(OC(=O)c2ccccc2O)CC(C)(C)C1 (stereo not drawn) | 3%&0% | x | x | 3%&7% | x | 3% | -7%&-5%[60.1 µM] | x | x
COc1ccc(/C=C2/C(=O)OCc3cc(OC)c(OC)cc32)c(OC)c1 | 5% | 53% | -14% | 4% | -5% | 2% | -1% | 1% | -1.0
O=C(Nc1ccc(NC(=O)c2cccc([N+](=O)[O-])c2)cc1)c1cccc([N+](=O)[O-])c1 | 6% | 2% | 0% | -2% | 25% | -7% | -16% | 14% | -0.5
O=C(COC(=O)CNS(=O)(=O)c1ccc2ccccc2c1)Nc1ccc2c(c1)OCO2 | -1% | 21% | 2% | 2% | -2% | -11% | -10% | -5% | -0.4
Cn1c(NNC(=O)c2ccc(C(C)(C)C)cc2)cc(=O)n(C)c1=O | 22% | 5% | 5% | -9% | 27% | 0% | 2% | -9% | 0.1
CCc1nnc(NC(=O)CCc2ccccc2OC)s1 | 0% | 10% | -17% | -10% | 10% | 4% | -11% | -2% | -0.1
COC(=O)c1c(NC(=O)C(=O)NCCCN2CCOCC2)sc2c1CC(C)(C)OC2 | 18% | 2% | 17% | -6% | -6% | -11% | -9% | 3% | 0.7
Cc1cc(C)c(S(=O)(=O)N(CC(=O)O)CC(=O)O)c(C)c1 | 0% | 3% | u | -6% | 25% | -4% | -6% | -1% | -0.3
CN(C)S(=O)(=O)NCCNC(=O)c1cc(OCC(F)(F)F)ccc1OCC(F)(F)F | -4% | u | -11% | -2% | -16% | -1% | -10% | 0% | -0.6
NC(=O)CSc1nnc(-c2ccco2)n1-c1ccccc1 | 33% | -9% | u | -4% | -10% | 5% | -1% | -13% | -0.5
Cc1ccc(NC(=O)CN2CCc3ccccc3C2)cc1S(=O)(=O)N(C)C | -3% | -7% | -18% | -9% | 86%[activator] | -12% | -8% | -4% | 0.2
Cn1cc(-c2cc3n(n2)CCC(=O)N3CCCC(=O)Nc2ccccc2Cl)c2ccccc21 | x | u | -5% | -3% | u | -12% | -10%[60.1 µM] | 11% | -1.1
CC(C)(C)c1nnc(NC(=O)C2c3ccccc3Oc3ccccc32)s1 | -9% | 11% | u | 2% | u | -6% | -1% | 10% | -1.5
O=C(CSc1nnc(CNC(=O)c2c(F)cccc2Cl)o1)c1ccccc1 | 0% | 39%[activator] | -2% | 2% | 5% | -1% | -14% | -8% | -0.1
NC(=O)c1ccsc1NC(=O)c1nc(-c2ccccc2)n(-c2ccccc2)n1 | -6% | 0% | -16% | -9% | 18% | -1% | -13% | 12% | -0.4
O=C(CSc1nc2nn(-c3ccccc3)c(=O)c-2c2n1CCCCC2)Nc1ccc(F)cc1F | 9% | x | -2% | x | -1% | x | -10% | 12% | -0.7
O=C(CS(=O)CC(=O)NC12CC3CC(CC(C3)C1)C2)Nc1ccc(F)cc1 (stereo not drawn) | -10% | 1% | -21% | -5% | 20% | u | 4% | 4% | 0.3
Cc1cc(Nc2ccc(C(=O)O)c(O)c2)n2ncnc2n1 | x | -3% | u | 2% | -9% | 5% | -7% | 1% | 0.5
COC(=O)c1ccc(C(=O)OC)c(NC(=O)CN2CCCCC2)c1 | 0% | 38% | 0% | -1% | 23% | -5% | -2% | -3% | -1.1
COc1ccc(N2CCN(C(CNS(=O)(=O)c3c(C)cc(C)cc3C)c3ccco3)CC2)cc1 (stereo not drawn) | x | 25% | u | -12% | 2% | 59%[activator] | -11%[60.1 µM] | 1% | 0.0
c1ccc(-c2cn(C[C@H]3CC[C@@H]([C@@H]4CC[C@H](Cn5cc(-c6ccccc6)nn5)O4)O3)nn2)cc1 | 5% | 1% | 12% | 1% | 4% | -12% | 5% | 8% | -0.8
O=[N+]([O-])c1ccc(-[n+]2ccc3ccccc3c2)c([N+](=O)[O-])c1 | 6% | x | u | x | u | x | 79µM* | -7% | 0.1
CCOC(=O)c1c(C)[nH]c(C)c1S(=O)(=O)NCc1ccccc1OCC | 23% | 1% | -18% | -1% | 9% | -7% | 6% | 4% | -0.5
COc1cc(OC)cc(-c2nnc(SCC(=O)N(Cc3ccccc3)C(C)(C)C)o2)c1 | 0% | -2% | -14% | -12% | 6% | 53%[activator] | -12% | -18% | 0.8
Cc1ccc(NC(=O)CCNC(=O)c2ccccc2)cc1F | 23% | 2% | 4% | -11% | -3% | -1% | 4% | -9% | -0.7

Screens: PubChem, National Center for Advancing Translational Sciences (NCATS)

Only part of the results is shown; the hit share may differ from the screen's.
